# Keap1-Nrf2 PPI: disrupts human Keap1 binding to Nrf2 peptide; Q14145; Keap1 Kelch-Nrf2 peptide fluorescence polarization, 1536-well; inhibition, % at 9.4 µM; hit rate 0.15% among 340,000; AID 504523; in the data active = inhibition above about 12%;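 also: human Keap1 Kelch domain with fluorescein labeled Nrf2 9mer peptide probe; 0% = neutral control wells and 100% = peptide positive control; higher means more block of Keap1 binding to Nrf2 peptide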
# Arrestin-AP2 inh: inhibitors of human beta-arrestin and AP2 interaction | hit rate 0.31% among 340,000 | inhibition, % at 10 µM | FITC-arrestin peptide / GST-AP2 beads, flow cytometry; AP2 beta2 appendage carries R879A mutation;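 active = inhibition above a set limit, near 3 SD of compounds lacking own fluorescence, cut at about 54% in these data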;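 also: plate controls were DMSO wells for no effect and 5 µM unlabelled arrestin peptide for full effect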
#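 Material – GST-tagged AP2 beta2-adaptin appendage (R879A) on 4 µm glutathione beads · Probe or stimulus – fluorescein-tagged arrestin peptide at 50 nM final · Timing – 12 min plus 1 h, RT · Detection – bead flow cytometry, FITC channel · Read-out basis – inhibition as reduced fluorescein signal on beads, percent · Medium – PBS plus Tween 20 (0.05%) and BSA (0.1%)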
# DSG3 Ab inh: inhibitors of pemphigus antibody binding to human desmoglein-3 | P32926 | DSG3-coupled beads, scFv-anti-DSG3-GFP binding, flow cytometry; active compounds read low | binding (percent of control), % at 10 µM | hit rate 0.48% among 310,000 | AID 588358;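 active = binding more than 3 SD below its plate's average and above zero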;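 also: hits lower antibody fragment binding to DSG3; some compounds called inactive have numbers as strong as hits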
# V-ATPase pHluor: regulators of yeast V-ATPase proton transport; S. cerevisiae, pHLuorin cytosolic pH fluorescence; response, % at 10 µM; hit rate 0.37% among 350,000; AID 504577; in the data active = response mostly above about 7.3%, no sharp cut-off; inactive = mostly below about 5.4%; also: actives read high; inactives centre near 0; some compounds called inactive have numbers as strong as hits
# CAL PDZ FP-1: CAL PDZ (human) peptide binding inhibition | inhibition, % at 24.9 µM | AID 602252 | purified CAL PDZ, TMR-peptide fluorescence polarization, 1 h | hit rate 0.92% among 300,000 | Q9HD26;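 active = mean inhibition of at least 30% with at least half of replicates also reaching 30%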;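 also: 0% = DMSO neutral control and 100% = excess unlabeled competitor peptide PRC23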
# RTF Ca sens inh: cardiac RTF calcium desensitization | hit rate 0.12% among 340,000 | inhibition, % at 7.15 µM | IANBD-labeled cardiac RTF, Ca2+ fluorescence | P19429+P45379 | AID 493244;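 active = inhibition above the mean inhibition of all tested compounds plus 3 SD, cut at about 17% in these data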;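 also: assay run at fixed EC70 calcium of 1.6 mM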
# CAL PDZ FP-2: blocks peptide binding to human CAL PDZ domain | Q9HD26 | inhibition, % at 20 µM | hit rate 0.02% among 330,000 | AID 504414 | purified CAL PDZ, TMR-peptide fluorescence polarization, 1 h;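 active = highest replicate inhibition of at least 40%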;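 also: plate controls were DMSO neutral control wells for no effect and unlabeled competitor peptide control wells for full effect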
#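 Read-out basis: mP drop reported as inhibition | Assay system: Tagged CAL PDZ protein CerCALP, purified | Benchmarks: Unlabelled peptide for full inhibition, DMSO wells as neutral | Schedule: 1 h incubation at room temperature before polarization reading | Buffer or medium: Sodium phosphate/NaCl buffer pH 7.4 with TCEP, IgG, Thesit | Doses: Single point, 20 µM | Measured by: Fluorescence polarization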
# NSD2 HMT inh: NSD2 (human) methyltransferase inhibition; NSD2 peptide methylation, AlphaScreen, 120 min; hit rate 0.54% among 310,000; AID 743445; O96028; inhibition, % at 12.5 µM; in the data active = inhibition above about 50%
# Target sequence (O96028 whole entry, looked up): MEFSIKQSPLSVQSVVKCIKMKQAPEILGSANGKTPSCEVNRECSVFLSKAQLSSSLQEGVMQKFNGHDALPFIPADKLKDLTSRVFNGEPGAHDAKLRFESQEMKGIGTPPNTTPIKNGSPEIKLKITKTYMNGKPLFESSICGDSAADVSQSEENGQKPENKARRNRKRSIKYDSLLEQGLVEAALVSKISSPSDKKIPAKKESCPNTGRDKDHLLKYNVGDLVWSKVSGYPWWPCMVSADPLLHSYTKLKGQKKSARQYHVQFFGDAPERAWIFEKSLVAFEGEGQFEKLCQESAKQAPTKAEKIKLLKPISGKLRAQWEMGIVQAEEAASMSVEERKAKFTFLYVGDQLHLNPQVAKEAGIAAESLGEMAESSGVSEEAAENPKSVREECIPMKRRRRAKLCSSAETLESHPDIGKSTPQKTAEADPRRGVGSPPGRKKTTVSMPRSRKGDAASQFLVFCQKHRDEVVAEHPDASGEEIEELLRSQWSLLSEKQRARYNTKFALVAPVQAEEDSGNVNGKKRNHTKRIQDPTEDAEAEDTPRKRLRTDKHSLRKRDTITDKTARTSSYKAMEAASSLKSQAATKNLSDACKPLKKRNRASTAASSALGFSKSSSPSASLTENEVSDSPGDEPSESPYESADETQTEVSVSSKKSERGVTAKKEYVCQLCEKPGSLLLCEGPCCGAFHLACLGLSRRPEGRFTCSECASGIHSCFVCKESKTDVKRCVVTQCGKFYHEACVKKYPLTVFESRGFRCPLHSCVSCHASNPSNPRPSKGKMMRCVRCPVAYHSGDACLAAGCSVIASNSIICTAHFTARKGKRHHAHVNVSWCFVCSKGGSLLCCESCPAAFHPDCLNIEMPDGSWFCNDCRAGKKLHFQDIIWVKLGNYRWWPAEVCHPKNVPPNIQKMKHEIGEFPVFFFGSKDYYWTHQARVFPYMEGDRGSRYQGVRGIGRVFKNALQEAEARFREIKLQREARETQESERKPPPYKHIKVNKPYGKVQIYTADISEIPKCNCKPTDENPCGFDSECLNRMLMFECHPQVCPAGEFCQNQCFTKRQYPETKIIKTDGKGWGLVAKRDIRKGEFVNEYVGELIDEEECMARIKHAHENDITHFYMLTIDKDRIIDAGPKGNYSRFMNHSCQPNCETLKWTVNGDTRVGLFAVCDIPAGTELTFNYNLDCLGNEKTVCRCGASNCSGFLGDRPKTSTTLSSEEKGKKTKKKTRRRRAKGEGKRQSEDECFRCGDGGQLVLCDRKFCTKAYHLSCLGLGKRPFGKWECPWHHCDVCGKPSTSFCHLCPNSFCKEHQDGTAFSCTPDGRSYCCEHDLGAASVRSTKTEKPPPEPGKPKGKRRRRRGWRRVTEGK
# LANA DNA inh: inhibitors of KSHV LANA C-terminal domain DNA binding | MBP-C-LANA/FAM-LBS DNA binding, fluorescence polarization | inhibition, % at 9 µM | hit rate 0.078% among 340,000;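 active = highest replicate inhibition at or above 60% at 9 µM, even if other replicates fall short; inactive = all replicates below 60% inhibition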;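 also: 0% = neutral control wells and 100% = 4 µM acridine orange control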
# DAGLB inhibitor: diacylglycerol lipase beta (human) inhibition. HEK293T DAGLB membrane lysate, EnzChek fluorogenic substrate. inhibition, % at 5.17 µM. hit rate 0.059% among 340,000; in the data active = inhibition above about 34%;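 also: 0% = enzyme with vehicle and 100% = wells lacking enzyme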
# * = called active by the depositor; . = no result given. The list is partial, so the mix of outcomes need not match the whole.
SMILES,Keap1-Nrf2 PPI,Arrestin-AP2 inh,DSG3 Ab inh,V-ATPase pHluor,CAL PDZ FP-1,RTF Ca sens inh,CAL PDZ FP-2,NSD2 HMT inh,LANA DNA inh,DAGLB inhibitor
Cc1cc(NC(=O)CN2CCC(O)(c3cccc(F)c3)CC2)no1,-1,-4,80,-1,-3,-5,.,1,2.2,-2
Cc1ncc(S(=O)(=O)C(C)(C)C)c(N)n1,4,44,113,-3,-5,-10,-0.6,23,-1.5,1
O=C(NCCc1ccc(Cl)cc1)C1CC(=O)N(C2CCCCC2)C1 (configuration not stated),-3,6,101,9,.,-14,-1.2,.,-1.7,0
CCCC(=O)NCCc1cc2ccc(C)c(C)c2[nH]c1=O,0,20,102,-1,.,-14,-0.7,.,-0.3,-2
COc1ccc(N(C(=O)c2ccco2)C(C(=O)NC2CCCCC2)c2cccs2)cc1OC (configuration not stated),-3,105*,97,2,-2,-8,-1.3,1,0.5,-3
Cc1ccc(CNC(=O)CN(C)S(=O)(=O)c2cccc3nsnc23)cc1,-2,19,103,-1,-4,6,0.2,1,0.1,-2
CCc1ccccc1NC(=O)Nc1ccon1,-4,3,104,2,-2,-6,-1.6,.,2.6,-2
O=c1[nH]c(S)nc2sc3c(c12)CCCC3,-2,24,95,1,.,-7,-1.0,.,-0.6,-2
CC1CN(C(=O)CCNC(=O)c2ccc(Cl)cc2)CC(C)O1 (configuration not stated),-5,8,103,0,-4,-6,-0.5,-1,0.6,1
Cc1nn(Cc2ccc([N+](=O)[O-])cc2)c(=O)n1-c1ccc(F)cc1,1,31,95,0,-1,4,-0.5,0,-0.7,1
C[C@H](NC(=O)c1ncn(C)c1C(=O)N[C@@H](C)c1ccccc1)c1ccccc1,0,5,102,0,-4,-26,-0.6,.,0.5,-4
N/C(=N\OC(=O)CCCc1ccccc1)c1cccnc1,-2,-6,97,0,-3,2,-0.5,0,-0.7,-7
Cn1c(=O)[nH]c(=O)c2c1nc(N1CCCCC1)n2C/C=N/NC(=O)c1cc(Br)ccc1O,3,-14,95,6,1,7,-2.8,2,16,5
COc1ccc2c(CC(=O)OCC(=O)NC(N)=O)coc2c1,4,6,102,2,-2,7,0.9,-1,0.9,0
C=CCC1Cc2c(cccc2[N+](=O)[O-])C(CC=C)N1 (configuration not stated),-6,2,106,0,-2,-10,-1.3,21,-2.2,4
CCOC1=C/C(=C/c2c(N)n3nc(CC(=O)N4CCCC4)sc3nc2=O)C=CC1=O,-11,11,99,1,-4,-3,-1.8,9,52,2
Cc1ccc(OCCN2C(=O)NC3(CCc4ccccc4C3)C2=O)cc1 (configuration not stated),-1,4,108,-2,-3,7,-1.6,-3,-0.1,-4
CCn1cc(C(=O)OCC(=O)c2cc(C)n(-c3ccccc3F)c2C)c(=O)c2ccc(C)nc21,-3,0,100,7,.,3,-2.8,0,-0.8,2
O=C(O)c1ccccc1CSc1nc2ccccc2s1,1,-7,116,-1,.,-8,-1.8,.,-0.9,3
Nc1cc(C(F)(F)F)cc([N+](=O)[O-])c1N,3,21,101,6,.,-2,-2.6,4,-2.4,16
COc1cccc(C2c3[nH]c4ccccc4c3CCN2Cc2cccn2-c2ncccn2)c1 (configuration not stated),-6,5,104,6,0,-2,-0.3,2,-0.3,1
CC(=O)N(C)c1ccc(N=Cc2cc3c(cc2[N+](=O)[O-])OCO3)cc1,0,14,109,-1,-7,-2,0.5,.,0.0,-1
CC(=O)/C=C1/SC(CC(=O)O)C(=O)N1c1ccccc1 (configuration not stated),-3,-2,97,2,.,-5,-1.4,115*,-0.8,-4
COCCNc1nc2c(c(=O)n(C)c(=O)n2C)n1Cc1cccc(C)c1,-3,-4,.,3,3,-6,0.0,-3,0.8,1
CCOC(=O)Cc1nnc(NCc2ccccc2)c2ccccc12,-4,-24,.,2,-3,-9,.,-1,-0.2,-7
NC(=O)c1ccccc1[N+](=O)[O-],-3,14,103,-1,-4,0,0.1,.,0.8,-2
CCN(CC(=O)Nc1c(F)cccc1F)C(=O)c1ccccn1,4,24,99,2,0,-3,-0.6,2,-0.5,-2
C=CCSc1nnc2c(n1)[nH]c1c(C)cccc12,-9,0,106,2,-1,-2,-4.6,.,-0.4,-4
CC(=O)c1ccc(NS(=O)(=O)c2c(C)cc(C)cc2C)cc1,-4,7,117,0,-3,-2,-1.3,-5,-3.4,-1
CCCn1c(SCc2ccc(C(=O)OC)o2)nc2ccccc2c1=O,-3,-8,106,9,-5,-6,-1.5,-11,1.4,-9
COc1ccc(C(=O)CCC(=O)Nc2ccc(Cl)cc2)cc1,-5,-11,102,-3,10,-8,-1.0,0,0.7,-1
O=C(NCCc1ccccc1)C(=O)NCCC1CCCCN1S(=O)(=O)c1cccs1 (configuration not stated),-5,8,111,-1,-6,0,-0.7,-2,-0.5,-4
CCOC(=O)Cc1csc(NC(=O)c2ccc(F)cc2)n1,-2,-9,100,1,.,-2,-0.9,-2,0.5,-8
COc1ccc(CCN(C)C(=O)C2CCN(Cc3ccc(C)cc3)CC2)cc1OC,-4,-9,105,-1,.,0,-0.6,-7,-1.5,-2
CC1Oc2ccccc2N(CC(=O)N2CCc3ccccc32)C1=O (configuration not stated),-6,-4,132,3,-4,-9,-2.9,-1,-0.9,0
CN1CC(C(=O)O)Cc2c1ccc1ccccc21 (configuration not stated),3,18,82,-1,-6,-2,1.4,9,0.9,-1

# 4 entries out of the list, arranged by SMILES length, smallest number first:
SMILES,Keap1-Nrf2 PPI,Arrestin-AP2 inh,DSG3 Ab inh,V-ATPase pHluor,CAL PDZ FP-1,RTF Ca sens inh,CAL PDZ FP-2,NSD2 HMT inh,LANA DNA inh,DAGLB inhibitor
CCN(CC(=O)Nc1c(F)cccc1F)C(=O)c1ccccn1,4,24,99,2,0,-3,-0.6,2,-0.5,-2
CC(=O)c1ccc(NS(=O)(=O)c2c(C)cc(C)cc2C)cc1,-4,7,117,0,-3,-2,-1.3,-5,-3.4,-1
C[C@H](NC(=O)c1ncn(C)c1C(=O)N[C@@H](C)c1ccccc1)c1ccccc1,0,5,102,0,-4,-26,-0.6,.,0.5,-4
Cn1c(=O)[nH]c(=O)c2c1nc(N1CCCCC1)n2C/C=N/NC(=O)c1cc(Br)ccc1O,3,-14,95,6,1,7,-2.8,2,16,5

# Next entries:
SMILES,Keap1-Nrf2 PPI,Arrestin-AP2 inh,DSG3 Ab inh,V-ATPase pHluor,CAL PDZ FP-1,RTF Ca sens inh,CAL PDZ FP-2,NSD2 HMT inh,LANA DNA inh,DAGLB inhibitor
COc1ccccc1C(CNC(=O)CNC(=O)c1ccc(C)c(C)c1)N1CCCC1 (configuration not stated),-4,2,.,14,0,3,0.0,5,1.9,1
COc1ccc(C(=O)OCC(=O)NCC2CCCCC2)c(OC)c1,2,-8,108,1,-4,2,-1.7,-1,-0.3,-6
Cc1cc(C)cc(-n2cc[nH]c2=S)c1,-7,-5,104,2,0,-8,0.3,-1,0.6,-1
COc1cc(OC)c(S(=O)(=O)NC(C)C)cc1S(=O)(=O)NC(C)C,2,35,101,1,-2,-6,0.3,-1,-1.5,-6
Cc1cc2c(c(=O)n1CCN(C)C)C(c1ccccc1Br)C(C#N)=C(N)O2 (configuration not stated),1,12,101,-3,-3,1,-0.8,-5,1.3,0
Cc1sc(NC(=O)C2=COCCO2)nc1-c1ccc(F)cc1,-1,44,103,14,2,3,-2.3,1,0.8,-6
CCc1c(C)nc2c(Br)cccc2c1SCCC#N,0,-10,83,-1,-4,-35,-4.0,-3,-0.4,-1
CCCn1cc(CN2CCC(n3nccc3NC(=O)C(OC)c3ccccc3)CC2)c(C)n1 (configuration not stated),-1,47,103,-1,-4,4,-0.2,-3,-0.5,-3
Oc1ccccc1-c1cc(-c2ccco2)[nH]n1,-7,-5,103,4,-2,0,-1.0,4,-2.3,1
CCC(NC(=S)NCc1ccccc1)C(=O)O (configuration not stated),-1,31,.,2,-1,-9,-5.9,2,-1.1,2
COCCCNC(=O)c1ccc(-c2csc(C)n2)cc1,-6,26,97,4,-2,-8,-2.6,-3,-1.0,-1
Cc1cc(NS(=O)(=O)c2ccc(NC(=O)C(F)(F)F)cc2)nc(C)n1,-3,24,101,-4,8,0,-25,-3,1.2,0
O=C(CCCc1nc(-c2ccccc2)no1)NCc1cccnc1,-1,-18,114,-1,.,1,-0.6,4,-0.9,2
O=C1CSC(=S)N1/N=C/c1ccc(C(F)(F)F)cc1,-5,10,95,-4,-7,-11,-0.6,-3,-0.6,4
CCN1C(=S)N[C@@H](c2cccc(F)c2)C(C(=O)OC)=C1C,0,-11,104,1,-1,-4,-1.0,.,-0.1,-1
Cc1ccc(C)c(OCC(O)CN2C(C)CCCC2C)c1 (configuration not stated),-1,-2,112,-2,1,-2,-1.4,5,-0.7,2
CSc1ncccc1C(=O)Nc1ccc(S(=O)(=O)NC2=NCCCCC2)cc1,-2,4,96,-1,.,-9,-1.6,-2,-1.0,1
O=C1CN(S(=O)(=O)c2ccccc2Cl)CCN1,4,-15,112,0,-2,5,-0.5,1,0.0,1
O=C(C1CCN(S(=O)(=O)c2c(Cl)cccc2Cl)CC1)N1CCCC1,-3,-4,96,2,2,7,0.6,-2,-3.0,0

# Fetched by structure from the entries so far (3):
SMILES,Keap1-Nrf2 PPI,Arrestin-AP2 inh,DSG3 Ab inh,V-ATPase pHluor,CAL PDZ FP-1,RTF Ca sens inh,CAL PDZ FP-2,NSD2 HMT inh,LANA DNA inh,DAGLB inhibitor
O=C(C1CCN(S(=O)(=O)c2c(Cl)cccc2Cl)CC1)N1CCCC1,-3,-4,96,2,2,7,0.6,-2,-3.0,0
O=C1CN(S(=O)(=O)c2ccccc2Cl)CCN1,4,-15,112,0,-2,5,-0.5,1,0.0,1
CCN1C(=S)N[C@@H](c2cccc(F)c2)C(C(=O)OC)=C1C,0,-11,104,1,-1,-4,-1.0,.,-0.1,-1

# Bioassay records: PubChem, several laboratories
